Compound activity from PubChem BioAssay.
PMI inhibitors: MPI enzyme activity inhibition – biochemical, fluorescence intensity, coupled assay, primary screen (AID 1209). actives 0.42% (n = 190,000). one-dose inhibition, % at 20 µM; IC50 in µM for titrated hits. purified PMI enzyme, coupled fluorescence intensity; higher % means a stronger effect;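 also: plate controls were DMSO vehicle for no effect and wells lacking substrate for full effect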
Myeloid diff MLP: myeloid differentiation induction; AID 624256; actives 1% (n = 360,000); calls only at 10 µM; ER-HoxA9 myeloid progenitors, lysozyme-GFP differentiation, flow cytometry;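 active = normalized GFP-positive differentiation at or above the plate's own cutoff, the solvent-only control mean plus 3 SD; inconclusive = no clear call, values can overlap the other calls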;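 also: cells exposed to compound for four days before flow analysis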
XIAP antagonists: XIAP antagonists, biochemical, IAP family, fluorescence polarization (AID 1018) | displacement, % at 20 µM; hits with a dose series show IC50 in µM | XIAP BIR domain, fluorescence polarization peptide displacement; higher % means a stronger effect | actives 0.007% (n = 200,000); in the data active = displacement above about 50%; also: a part of the inactive calls stands beside numbers as strong as those of hits
LYP inhibition: inhibitors of LYP phosphatase, biochemical, fluorescence intensity, uHTS (AID 1779); recombinant LYP phosphatase, fluorescence intensity; higher % means a stronger effect; inhibition, % at 11.5 µM; hits with a dose series show IC50 in µM; actives 0.054% (n = 290,000);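 also: plate controls were vehicle with enzyme for no effect and no enzyme for full effect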
CSM14.1 death rescue: protection against thapsigargin-triggered cell killing – 384-well, CSM14.1, ATP luminescence, primary screen (AID 1222); CSM14.1 thapsigargin-induced death rescue, ATP luminescence; higher % means a stronger effect; 190,000 tested, under 10 active; cellular ATP content (survival), % at 20 µM, or EC50 in µM where a hit was titrated;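 active = EC50 below 50 µM in the dose-response confirmation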;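 also: death triggered by thapsigargin at about 15 µM added after 2 h compound pretreatment; cell ATP read after overnight thapsigargin exposure of roughly 18 to 22 hours; normalized against plate controls of thapsigargin alone and 5% DMSO vehicle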
human PMI inhibitors: human PMI inhibitors, high substrate, primary screen, biochemical, fluorescence intensity, high mannose 6-phosphate (AID 1220); recombinant PMI enzyme, coupled fluorescence intensity; higher % means a stronger effect; actives 0.66% (n = 190,000); inhibition, % at 20 µM, or IC50 in µM where a hit was titrated
M17LAP inhibition: P. falciparum M17LAP inhibitors, primary screen, biochemical, fluorogenic H-Leu-NHMec substrate, 1536-well (AID 1619); recombinant M17LAP, H-Leu-NHMec fluorogenic kinetic assay; higher % means a stronger effect; inhibition, % at 30 µM, or IC50 in µM where a hit was titrated; actives 0.38% (n = 220,000);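 active = compound inhibiting the enzyme by more than half at any dose during confirmatory dose-response retesting; inconclusive = strong single-dose inhibitors picked by rank but not retested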;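 also: plate controls were full reaction with DMSO carrier for no effect and no enzyme background for full effect; strong numbers were not always called active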
TNAP activators: stimulation of alkaline phosphatase TNAP activity – biochemical, luminescent, no phosphate acceptor, uHTS, primary screen (AID 1001); activation fold at 20 µM, or EC50 in µM where a hit was titrated; purified TNAP, luminescent activation assay, no phosphate acceptor; higher activation fold means a stronger effect; actives 0.03% (n = 200,000); in the data active = activation fold from about 3, or a potency from the dose series; inactive = the rest, 99 in 100 with activation fold below about 1.6; also: many of its hits are not listed in these tables
P. falciparum M1AAP: P. falciparum M1AAP inhibitors, biochemical, fluorogenic H-Leu-NHMec substrate, 1536-well (AID 1445); recombinant M1AAP, H-Leu-NHMec fluorogenic kinetic assay; higher % means a stronger effect; one-dose inhibition, % at 30 µM; IC50 in µM for titrated hits; actives 0.42% (n = 220,000);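 active = primary inhibition above the hit cutoff, then over 50% inhibition at one or more dose response concentrations, cut at about 23% in these data, passing the limit was not always enough; inconclusive = conflicting primary data, or primary hits not chosen for dose response; inactive = low primary inhibition, or under 50% at every dose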;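 also: plate controls were DMSO full reaction for no effect and no enzyme background for full effect; strong numbers were not always called active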
Myeloid diff MLP GFP+ MAC1+ %: further read-out of Myeloid diff MLP, marked with its call; GFP+ MAC1+ double positive, %; measured here: differentiation confirmed by MAC1 staining
* marks the source's active call; other numbers are inactive results; i = inactive; ? = inconclusive; · = no result given. Rule as the data show it, unless noted: active = inhibition above about 50%; inactive = the rest.

Below each SMILES – P. falciparum M1AAP	LYP inhibition	human PMI inhibitors	Myeloid diff MLP	XIAP antagonists	M17LAP inhibition	PMI inhibitors	Myeloid diff MLP GFP+ MAC1+ %	TNAP activators	CSM14.1 death rescue
- COc1ccc(CCn2nnnc2CN2CCN(C(=O)c3ccco3)CC2)cc1OC
  9%	-5%	-2%	i	-6.7%	16%	6%	1.1	1.1	2.7%
- O=C(Nc1ccc(F)cc1)c1nn(-c2ccccc2)c(=O)cc1Cl
  6%	-8%	-5%	?	-4.6%	1%	-1%	·	1.1	-0.7%
- CCOc1ccc(N2C(=O)CC(Sc3n[nH]c(-c4ccccc4)n3)C2=O)cc1 (stereo not drawn)
  9%	-1%	-31%	i	-7.7%	11µM*	17%	0.3	0.8	-5.7%
- COc1ccc(OC2C(=O)N(c3cc(C)ccc3C)C2c2ccc(OC)c(OC)c2)cc1 (stereo not drawn)
  -2%	0%	0%	i	-2.5%	3%	7%	0.4	1.1	2.8%
- Cc1c(C=O)c(Cl)n(C)c(=O)c1C#N
  11%	-7%	49%	i	-3.0%	9%	-1%	0.7	1	-0.1%
- CCCc1[nH]nc2c1C(c1ccsc1)C(C#N)=C(N)O2 (stereo not drawn)
  3%	-4%	13%	i	-7.6%	3%	10%	0.2	1	-2.6%
- CC1CC(C)CN(c2cc(=O)n(Cc3ccc(F)cc3)c(=O)[nH]2)C1 (stereo not drawn)
  -4%	5%	12%	i	-14%	5%	18%	3.0	1	-0.7%
- O=C(Cc1ccccc1)Nn1cnc2ccccc21
  4%	-7%	5%	i	2.5%	23%	-4%	4.1	1.1	1.1%
- Cc1nc(N)sc1N=Nc1c(C)n(C)n(-c2ccccc2)c1=O
  5%	-5%	·	i	·	-10%	·	0.8	·	·
- COc1ccc(C2c3cc(OC)c(OC)cc3CCN2S(C)(=O)=O)cc1OC (stereo not drawn)
  0%	-6%	-1%	?	0.2%	-1%	-3%	·	1.1	-1.0%
- Cc1ccc(NC(=S)c2nc3ccccc3[nH]2)c(C)c1
  -17%	0%	-3%	i	-3.9%	3%	-3%	0.2	1	-11%
- O=C(CSc1nnc(NC2CCCCC2)s1)NN1C(=O)NC2(CCCCC2)C1=O
  0%	-5%	-2%	i	-6.9%	10µM*	11%	0.6	1	1.6%
- CCN(C(=O)CSc1cc(-c2ccccc2)c2ccc(OC)cc2n1)C1CCS(=O)(=O)C1 (stereo not drawn)
  ?	6%	19%	i	-8.5%	2%	20%	1.0	1	9.8%
- Cc1ccccc1Cn1nc(C)c(NC(=O)c2cc3n(n2)C(C(F)F)CC(C(F)F)N3)c1C (stereo not drawn)
  6%	-3%	2%	i	-1.0%	-1%	8%	0.5	1.1	-0.8%
- CC(C)CCc1c(O)nc(SCC(C)C)[nH]c1=O
  -1%	-2%	4%	i	4.7%	1%	1%	0.2	1	1.5%
- Cc1cc(C(=O)NNc2ccc(Cl)cc2)no1
  -3%	-4%	·	i	·	0%	·	0.5	·	·
- Cc1occc1C(=O)Nc1nnc(C(F)(F)F)s1
  2%	-8%	5%	i	-2.4%	1%	10%	3.2	1.1	-1.3%
- COc1ccc(S(=O)(=O)Nc2ccc3oc(C)c(C(C)=O)c3c2)cc1
  8%	4%	0%	i	-8.4%	1%	1%	1.6	1.1	-0.1%
- COc1ccc(Nc2cc(C(=O)NCc3cccnc3)c3ccccc3n2)c(OC)c1
  4%	-2%	6%	·	-6.5%	13%	4%	·	1.2	5.9%
- CCOC(=O)c1sc(Nc2ccccc2Cl)nc1C
  2%	-2%	·	i	·	-1%	·	0.4	·	·
- Cc1cc(C)c(NC(=O)/C=C\C(=O)O)c([N+](=O)[O-])c1
  0%	-6%	-4%	i	-4.6%	23%	9%	1.0	1.1	-2.3%
- CC(=O)Nc1ccc2c(c1)nc(CCN1CCC(C)CC1)n2C
  0%	-8%	-3%	i	-4.7%	-2%	1%	0.6	1.2	-1.1%
- COc1ccc(CCNC(=O)C2CCN(C(=O)c3cccs3)CC2)cc1
  1%	-9%	-2%	i	1.9%	-2%	-3%	0.3	1.1	-1.3%
- COc1cc2c(cc1OC)C(CCc1ccccc1)=NCC2
  12%	-21%	·	i	·	-189%	·	0.6	·	·
- CN(C)CCNC(=O)c1onc(CSc2ccc(F)c(F)c2)c1C(=O)NCCN(C)C
  13%	-7%	·	i	·	-2%	·	1.6	·	·
- CC(C)(C)n1nc2c(c1NC(=O)Cc1cccc3ccccc13)CS(=O)C2 (stereo not drawn)
  -1%	-8%	6%	i	-1.7%	6%	10%	2.2	1.1	-0.4%
- O=C(NNC(=O)c1cc2cc3ccccc3nc2s1)c1cccc(C(F)(F)F)c1
  6%	3%	-5%	i	-6.9%	-7%	-11%	1.2	1.1	-1.4%
- Cc1cc(C#N)c(C)n1-c1cc(C(F)(F)F)ccc1N1CCOCC1
  6%	-7%	5%	i	-7.4%	4%	6%	1.1	1.1	-2.4%
- CCOC(=O)N/N=C/c1ccc(F)cc1
  4%	-6%	5%	i	-5.4%	7%	5%	10	1.1	-2.1%
- O=C(CN1CCN(c2ccccc2F)CC1)Nc1nnc(C(F)(F)F)s1
  -1%	-7%	4%	i	-3.0%	3%	6%	0.7	1.1	-1.6%

(further entries)
Below each SMILES – P. falciparum M1AAP	LYP inhibition	human PMI inhibitors	Myeloid diff MLP	XIAP antagonists	M17LAP inhibition	PMI inhibitors	Myeloid diff MLP GFP+ MAC1+ %	TNAP activators	CSM14.1 death rescue
- CCOC(=O)c1c(C)[nH]c(N=Nc2cccc(C)c2)c1C
  17%	4%	-8%	i	-7.3%	5%	1%	5.5	0.7	-2.5%
- O=[N+]([O-])c1ccc2nc(SCc3cn4ccccc4n3)[nH]c2c1
  8%	-4%	-14%	i	-1.5%	13%	0%	0.4	1.9	-2.0%
- O=C(CCN1CCc2ccccc2C(c2ccccc2)C1)c1ccc2c(c1)OCCO2 (stereo not drawn)
  7%	-3%	35%	i	-3.9%	-5%	39%	0.6	1.1	-2.9%
- COc1ccc(Cl)cc1C(=O)Nc1cc(=O)n(C)c(=O)n1C
  11%	-2%	·	i	·	6%	·	1.9	·	·
- CC1(C)C2CCC1(C)C(OC(=O)CCn1ccnc1)C2 (stereo not drawn)
  12%	-8%	5%	i	-4.4%	9%	7%	1.8	1	0.1%
- O=c1c2ccccc2nc(COc2ccccc2)n1/N=C/c1ccco1
  -16%	-5%	0%	i	-2.5%	7%	0%	0.9	1.1	2.9%
- Cn1c(SCC(=O)NC2CC2)nnc1-c1cccc(NC(=O)c2ccccc2F)c1
  0%	-9%	7%	i	-1.1%	2%	1%	0.7	1.1	3.4%
- COc1cc(CNC2CCCC2)cc(Br)c1OCC(=O)Nc1ccccc1C
  -2%	-4%	-5%	i	-7.7%	-1%	-3%	0.5	1	-1.9%
- COC(=O)c1c(C)oc(C)c1S(=O)(=O)N1CCOCC1
  1%	0%	·	i	·	-4%	·	0.9	·	·
- CNC(=O)c1ccsc1NC(=O)c1ccc(Cl)s1
  4%	-5%	5%	i	-8.7%	-12%	5%	2.4	1.1	0.2%
- COC(=O)C(NC(C)=O)(Nc1ccc(Br)cc1)C(=O)OC
  -2%	4%	-3%	i	-1.0%	-3%	-11%	1.3	0.9	-1.8%
- CCNC(=S)NNc1nc(N2CCCCC2)nc(N2CCOCC2)n1
  7%	0%	6%	i	-20%	2%	12%	0.2	2	-0.8%
- N#C/C(=C\c1ccc(N2CCCC2)c([N+](=O)[O-])c1)c1nc2ccccc2[nH]1
  5%	7%	12%	i	0.6%	4%	19%	0.1	0.9	-1.5%
- Cc1ccccc1CN(C)CC(=O)Nc1c(C)cccc1C(C)C
  1%	-1%	0%	i	-6.5%	0%	-5%	2.0	1	-3.1%
- CC(C)CC(NC(=O)CC12CC3CC(CC(C3)C1)C2)C(=O)NC1=NCCS1 (stereo not drawn)
  2%	-1%	10%	i	-3.3%	-3%	16%	0.1	1	3.1%
- CSCC[C@@H](C(=O)NCc1cccs1)N1Cc2ccccc2C1=O
  7%	-2%	-6%	i	1.0%	3%	-3%	1.7	1.2	0.9%
- CC[n+]1c(P(=O)([O-])c2ccccc2)[nH]c2ccccc21
  1%	-2%	-2%	i	1.5%	-12%	3%	0.6	1.1	-1.1%
- Cc1cc(Cl)c(S(=O)(=O)N2CCN(c3ccccn3)CC2)cc1OCC(=O)NC1CCCCC1
  10%	0%	·	i	·	20%	·	0.7	·	·
- NC(=O)C1(N2CCCCC2)CCN(S(=O)(=O)c2cc(Cl)ccc2Cl)CC1
  7%	-2%	4%	i	-4.5%	7%	2%	2.6	1	0.9%
- Cc1ccc(Nc2ncc3c(n2)CC(C)(C)CC3=O)cc1
  5%	10%	7%	i	-1.7%	4%	5%	0.2	1.1	-0.6%
- O=C(Nc1cccc([N+](=O)[O-])c1)c1[nH]ncc1Cl
  4%	-4%	-10%	i	0.0%	28%	-7%	0.7	0.9	-1.8%
- Cc1ccc(NC(=O)Nc2cccn(Cc3c(F)cccc3Cl)c2=O)cc1
  2%	-4%	56%*	i	-3.3%	0%	22%	0.7	1.1	4.1%
- CCN=C1SC(C(=O)Nc2ccc(OC)cc2)CC(=O)N1CC (stereo not drawn)
  4%	-4%	-20%	i	-3.9%	2%	-17%	0.4	1	·
- Cc1ccccc1Nc1nnc(SCc2nc3ccccc3c(=O)[nH]2)s1
  1%	1%	-8%	·	-3.5%	0%	-8%	·	1	-0.3%
- Cc1cc(C)c(NC(=O)c2ccc(CNS(=O)(=O)c3cc(C(F)(F)F)ccc3Cl)cc2)c(C)c1
  -4%	7%	4%	i	-7.7%	-8%	18%	0.3	1	1.6%
- CC(=O)NC(NC(=S)Nc1ccc(N=Nc2ccccc2C)cc1C)C(Cl)(Cl)Cl (stereo not drawn)
  2%	-4%	4%	i	-8.1%	3%	4%	0.0	1	0.4%
- N#Cc1c(NC(=O)CSc2nc3ccccc3c(=O)n2Cc2ccco2)sc2c1CCCC2
  ·	1%	0%	i	-3.3%	·	2%	1.0	1.1	-2.2%
- Cc1cccc(OC(C)C(=O)N2CCCc3ccccc32)c1 (stereo not drawn)
  2%	1%	0%	i	-9.9%	5%	1%	0.8	1.1	0.5%
- Cc1c(NC(=O)C(C)Oc2ncnc3ccccc23)c(=O)n(-c2ccccc2)n1C (stereo not drawn)
  1%	2%	7%	i	-3.5%	3%	3%	0.9	1.1	·

Entries above printed as active in M17LAP inhibition.
SMILES	P. falciparum M1AAP	LYP inhibition	human PMI inhibitors	XIAP antagonists	M17LAP inhibition	PMI inhibitors	Myeloid diff MLP GFP+ MAC1+ %	TNAP activators
CCOc1ccc(N2C(=O)CC(Sc3n[nH]c(-c4ccccc4)n3)C2=O)cc1 (stereo not drawn)	9%	-1%	-31%	-7.7%	11µM*	17%	0.3	0.8
O=C(CSc1nnc(NC2CCCCC2)s1)NN1C(=O)NC2(CCCCC2)C1=O	0%	-5%	-2%	-6.9%	10µM*	11%	0.6	1
